TRAIL sens C8 – sensitizes caspase-8 expressing cells to TRAIL; inhibition (viability loss, TRAIL sensitization), % at 10 µM; AID 624354; NB7+C8 cells + TRAIL, ATPlite viability luminescence; hit rate 1% among 360,000;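 active means compounds causing at least 50% loss of cell viability in the single-dose screen, relative to plate controls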
COUP-TFII inh – inhibitors of human COUP-TFII (NR2F2). P24468. AID 686940. hit rate 0.7% among 370,000. HEK293T NGFI-A luciferase reporter, luminescence. inhibition, % at 8.6 µM;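 active means inhibition above a per-plate cutoff, mean inhibition of test wells between control levels plus 3 SD, cut at about 38% in these data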;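 further: cells cotransfected with COUP-TFII expression vector driving the NGFI-A reporter; 0% = median of COUP-TF2 test wells and 100% = reporter-only cells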
TROY signal inh – inhibitors of TROY-dependent NF-kB signaling. Q293 LMP1-TROYcd NF-kB luciferase reporter, 4 h. inhibition, % at 10 µM. hit rate 0.98% among 360,000. AID 1347056;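 active means compounds whose plate-normalised and pattern-corrected inhibition of the luciferase reporter signal at the single screening dose is 50% or more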
SRC1 inh – human NCOA1 inhibition | Q15788 | HEK293 GAL4-SRC1 luciferase reporter, luminescence | inhibition, % at 3.6 µM | hit rate 0.12% among 360,000;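 active means inhibition above the campaign mean plus 3 SD, with each screening campaign given its own cutoff, cut at about 60% in these data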;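 further: 0% = DMSO treated cells and 100% = gossypol at 36 µM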
Target sequence (Q15788 whole entry, looked up, the tested form may be a part): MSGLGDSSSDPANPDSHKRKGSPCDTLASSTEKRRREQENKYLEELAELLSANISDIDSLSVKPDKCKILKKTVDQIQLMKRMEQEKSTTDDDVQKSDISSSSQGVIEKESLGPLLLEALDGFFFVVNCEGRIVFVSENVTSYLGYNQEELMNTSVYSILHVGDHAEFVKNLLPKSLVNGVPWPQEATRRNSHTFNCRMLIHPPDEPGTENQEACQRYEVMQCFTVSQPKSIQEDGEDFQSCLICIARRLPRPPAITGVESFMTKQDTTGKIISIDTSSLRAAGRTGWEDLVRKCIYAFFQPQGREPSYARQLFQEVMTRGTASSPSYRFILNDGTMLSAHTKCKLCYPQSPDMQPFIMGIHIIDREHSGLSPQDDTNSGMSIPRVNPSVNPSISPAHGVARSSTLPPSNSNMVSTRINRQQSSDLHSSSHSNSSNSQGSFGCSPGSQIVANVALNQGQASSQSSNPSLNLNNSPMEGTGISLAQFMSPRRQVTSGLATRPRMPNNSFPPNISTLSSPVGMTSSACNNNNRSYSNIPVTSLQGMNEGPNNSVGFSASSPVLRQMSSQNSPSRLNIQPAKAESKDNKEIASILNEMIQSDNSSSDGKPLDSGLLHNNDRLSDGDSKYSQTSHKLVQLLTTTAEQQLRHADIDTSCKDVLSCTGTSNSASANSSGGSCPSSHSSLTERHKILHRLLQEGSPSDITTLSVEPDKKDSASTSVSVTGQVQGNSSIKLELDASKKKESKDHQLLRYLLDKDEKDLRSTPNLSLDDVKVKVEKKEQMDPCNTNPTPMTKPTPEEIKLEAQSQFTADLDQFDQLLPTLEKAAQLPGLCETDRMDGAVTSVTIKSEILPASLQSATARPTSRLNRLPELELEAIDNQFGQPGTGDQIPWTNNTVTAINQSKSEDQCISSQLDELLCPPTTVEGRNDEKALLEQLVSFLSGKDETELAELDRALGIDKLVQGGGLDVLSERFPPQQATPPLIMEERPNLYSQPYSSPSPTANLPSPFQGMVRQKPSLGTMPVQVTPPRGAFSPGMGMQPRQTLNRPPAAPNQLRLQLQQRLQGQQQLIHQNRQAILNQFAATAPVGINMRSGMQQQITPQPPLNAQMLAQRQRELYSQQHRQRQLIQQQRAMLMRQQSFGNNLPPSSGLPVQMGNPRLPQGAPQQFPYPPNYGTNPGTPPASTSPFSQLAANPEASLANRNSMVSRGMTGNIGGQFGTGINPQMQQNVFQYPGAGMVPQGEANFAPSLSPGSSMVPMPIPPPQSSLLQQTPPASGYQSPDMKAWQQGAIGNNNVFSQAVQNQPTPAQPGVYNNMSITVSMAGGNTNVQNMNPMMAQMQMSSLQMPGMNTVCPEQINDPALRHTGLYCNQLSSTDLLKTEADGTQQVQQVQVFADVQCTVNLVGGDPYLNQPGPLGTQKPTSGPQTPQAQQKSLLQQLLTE
LMP1 NFkB inh – reduces LMP1-driven NF-kappaB luciferase signal | LMP1-induced NF-kappaB luciferase reporter cells, luminescence | inhibition, % at 12.5 µM | hit rate 0.69% among 350,000; in the data active means inhibition above about 41%;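 further: 0% = neutral control wells and 100% = reference inhibitor control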
CF NFkB inh – cystic fibrosis NF-kB activation inhibition | KKLEB NF-kB-GFP reporter, PAF-induced, GFP fluorescence overnight | inhibition, % at 5 µM | hit rate 0.86% among 360,000;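 active means at least 50% inhibition at 5 µM, scaled per plate between neutral and stimulator controls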;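 further: PAF is a Pseudomonas aeruginosa culture filtrate used as stimulus; plate controls were PAF-stimulated DMSO wells for no effect and unstimulated DMSO wells for full effect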
Shn3 3UTR inh – reduces Shn3 3'UTR luciferase signal in osteoblasts; Clone20 osteoblast Shn3 3'UTR firefly luciferase, 24 h; inhibition, % at 12.5 µM; hit rate 0.52% among 360,000;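 active means mean inhibition of at least 75% with every replicate also reaching 75%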;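 further: 0% = median of neutral control wells and 100% = pilot-screen positive control compound; some compounds past the cut are filed as inactive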
SRC3 inh – human NCOA3 inhibition; hit rate 0.17% among 360,000; HEK293 GAL4-SRC3 luciferase reporter, luminescence; inhibition, % at 3.6 µM; AID 588352; Q9Y6Q9;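 active means inhibition above a per-campaign cutoff, the mean of all compounds plus 3 SD, cut at about 60% in these data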;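 further: 0% = DMSO-treated cells and 100% = gossypol-treated cells at 36 µM; higher means less SRC3-driven luciferase light from the GAL4 reporter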
TWEAK-Fn14 inh – inhibitors of TWEAK-Fn14 interaction signaling | TWEAK-stimulated Fn14 reporter cells, luciferase luminescence, 8 h | inhibition, % at 10 µM | hit rate 2% among 360,000; in the data active means inhibition above about 50%
KKLEB cytotox – counter-screen for CF NF-kB inhibitors: cytotoxicity. activity change (cytotoxicity), % at 5 µM. KKLEB CF airway cells viability, ATPlite luminescence, overnight; active compounds read low; cells stimulated with P. aeruginosa culture filtrate. hit rate 0.36% among 360,000;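 active means corrected activity change at or below -50% at 5 µM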
NR5A2 inv ag – suppresses constitutive activity of human LRH-1; hit rate 0.13% among 360,000; HEK293T StAR-luciferase reporter, LRH-1 transfected, 24 h; inhibition, % at 3.6 µM; AID 602396; O00482;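 active means inhibition above the mean inhibition of all tested compounds plus 3 SD, cut at about 73% in these data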;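 further: 0% = DMSO wells and 100% = reporter-only cells lacking LRH-1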
* hit, by the source's call; / = no result given.

SMILES	TRAIL sens C8	COUP-TFII inh	TROY signal inh	SRC1 inh	LMP1 NFkB inh	CF NFkB inh	Shn3 3UTR inh	SRC3 inh	TWEAK-Fn14 inh	KKLEB cytotox	NR5A2 inv ag
Cn1c(=O)c(=O)n(C)c2cc(S(=O)(=O)N3CCCCCC3)ccc21	5	7	2	4	0	-1	5	26	4	8	10
CCN(CC(=O)Nc1ccc(NC(C)=O)cc1)C(=O)c1ccc(N2CCC(C)CC2)c([N+](=O)[O-])c1	17	-6	1	18	-3	-1	-3	-3	-45	6	13
COc1ccc(C2NC(=O)CCC2[N+](=O)[O-])cc1 (stereo not given)	-2	10	6	8	1	7	9	-7	0	2	-24
CCSc1ncc(/C=N/Nc2ccccc2)n1C	-9	7	13	-60	-23	-10	-41	-38	2	10	14
O=C(Nc1cc(C(=O)N2CCCC2)ccc1N1CCCC1)C1CC1	1	5	-11	-26	1	-2	12	-3	5	7	2
Nc1nonc1-n1nnc(C(=O)N/N=C/c2cc(Br)ccc2O)c1CNc1ccccc1	6	18	3	13	14	26	59	23	2	-32	5
COCCN(C(=O)COC(=O)/C=C/c1ccc(C(F)(F)F)cc1)c1c(N)n(Cc2ccccc2)c(=O)[nH]c1=O	9	19	-9	-15	8	-14	-9	5	12	11	0
COc1cccc(C2=NOC(C(=O)Nc3cccc(C(C)=O)c3)C2)c1 (stereo not given)	-9	11	6	-11	11	-10	5	-8	-10	4	-17
COC(=O)c1ccc2c(=O)[nH]c(COC(=O)CCC(=O)c3ccc(Cl)cc3)nc2c1	27	-25	-7	-9	0	-7	-2	10	-11	7	-1
COc1cccc2sc3cc(NCc4ccc(C)o4)ccc3c(=O)c12	11	-48	-44	-32	-14	-72	-13	-81	-19	-12	-95
Cc1cc(C(=O)Nc2nccs2)c2cc(F)ccc2n1	4	6	11	12	-13	-20	-6	16	12	5	12
CCOc1ccc(C(=S)N2CCCC2)cc1OC	1	-4	-15	3	1	-40	-19	15	17	5	-25
COc1cc2c(cc1OC)C(C)N(CC(=O)Nc1ccc(S(=O)(=O)N3CCCC3)cc1)CC2 (stereo not given)	3	-1	0	-6	8	12	22	-2	0	-1	-6
Cc1cc(N)nc(C)c1C#N	-9	-11	-6	4	-4	3	17	15	-16	9	4
COc1ccc(NC(=O)C[C@H]2C(=O)N(c3ccccc3)C[C@@H]2C)cc1	-6	-8	0	8	-6	-8	4	6	-1	-4	-21
Cc1ccc(S(=O)(=O)N2CCN(S(=O)(=O)c3ccc(C)cc3)C3OCCOC32)cc1 (stereo not given)	7	-7	16	-6	2	1	24	14	8	-5	11
CN(C)c1cccc(C(=O)OCC(=O)Nc2ccccc2Sc2ccccc2)c1	-1	19	-20	-13	9	2	7	10	-11	-2	-2
O=C(NCc1cccnc1)c1ccc2sc([C@@H]3O[C@H](CO)[C@H](O)[C@H](O)[C@H]3O)nc2c1	-10	-14	4	-17	/	-18	-22	1	22	3	12
COc1cc(C2NC(=O)NC(c3ccccc3)=C2C(C)=O)c(Br)c(Br)c1O (stereo not given)	-1	5	7	8	-5	19	5	1	0	2	-4
Cc1ccc(S(=O)(=O)c2nc(-c3ccccc3)oc2SCC(=O)NCC2CCCO2)cc1 (stereo not given)	6	5	1	7	-8	-9	8	0	18	-2	17
O=C(Nc1ccnn1C1CCN(Cc2cccc(OCCO)c2)CC1)C1CCCC1	-8	13	-20	-16	2	0	1	-5	1	15	0
CC(=O)N1CCc2c(sc(NC(=O)c3ccc([N+](=O)[O-])o3)c2C(N)=O)C1	62*	-43	-2	13	-25	96*	100*	14	11	-30	72
O=C(Cc1ccc([N+](=O)[O-])cc1)N1CCCCCC1	1	-10	-16	0	-5	-4	-11	0	2	-14	-20
Cc1ccc(-c2cccc(OC(=O)c3ccccc3F)c2)cc1	-4	-6	-71	-10	-37	3	-32	3	-24	-5	11
Cc1noc(C)c1COc1ccc(C(=O)Nc2ccccc2)cc1	5	-4	-11	-2	-13	-14	-15	6	-8	5	-9
Continued.
SMILES	TRAIL sens C8	COUP-TFII inh	TROY signal inh	SRC1 inh	LMP1 NFkB inh	CF NFkB inh	Shn3 3UTR inh	SRC3 inh	TWEAK-Fn14 inh	KKLEB cytotox	NR5A2 inv ag
CC(=O)NC(c1ccco1)c1ccc2cccnc2c1O (stereo not given)	18	/	9	8	25	-7	74	31	26	4	43
Cc1ccc(CN2CC(C(=O)Nc3ccc(C)cn3)CC2=O)cc1 (stereo not given)	-1	-11	0	2	2	26	-2	-11	0	-6	20
Cc1c(C(=O)NCCN2CCOC2=O)oc2c(F)cccc12	-11	18	-9	-12	4	4	-4	16	8	8	9
O=C(COc1ccc(Br)cc1)N1CCN(c2ccccc2)CC1	-12	6	-10	-12	1	11	11	2	5	2	-11
Cc1ccc(S(=O)(=O)N/N=C\c2ccc(C)o2)cc1	-11	14	10	-10	-3	-14	-2	-17	14	-5	6
CC(C(=O)N1CCN(C=O)CC1)N1C(=O)c2ccccc2C1=O (stereo not given)	3	14	-14	-25	-1	-10	-3	21	-3	10	-16
Cc1ccc(NCC(=O)N/N=C/c2cccn2C)cc1	-4	6	10	-22	6	-12	-9	11	-4	7	13
O=C(CCc1c[nH]c2ccccc12)NCCc1ccc2c(c1)OCCO2	0	14	31	-6	-6	12	-2	6	42	-4	-1
Cn1nc(C(=O)NCCc2ccc(S(N)(=O)=O)cc2)c2c1-c1ccccc1S(=O)(=O)C2	1	-2	21	3	-4	18	-3	17	-2	0	14
COc1ccc2ccccc2c1CNC(C)c1ccccc1 (stereo not given)	0	20	17	11	5	-1	18	4	1	20	1
CCC1CCCCN1CCCNC(=O)CSc1nc2nc(C)c(Cc3ccccc3)c(C)n2n1 (stereo not given)	0	-8	-16	7	-4	8	4	9	-2	2	9
CC(C)c1ccc(NC(=O)NC2CC3CCC(C2)N3Cc2cccs2)cc1 (stereo not given)	-1	-19	-7	-44	-4	12	8	-2	0	-15	0
Cc1noc(NS(=O)(=O)c2ccc(NC(=O)c3oc4ccc(F)cc4c3C)cc2)c1C	6	5	-28	2	-2	2	-3	4	-9	-5	-7
Cc1ccc(S(=O)(=O)NCC(=O)N(CC(=O)NC(C)(C)C)Cc2ccc3c(c2)OCO3)cc1	7	9	5	-27	-3	4	3	-5	17	-11	13
CCOC(=O)C1CCN(c2nc(C)nc3c2oc2ccccc23)CC1	10	3	7	-2	3	6	17	2	-3	1	-7
CC1CCc2nc(NCCO)nc(C(F)(F)F)c2C1 (stereo not given)	-13	4	-11	13	4	11	-3	13	-16	-1	-6
O=C(NCc1ccco1)c1ccc(Br)c(S(=O)(=O)N2CCCCC2)c1	18	7	-3	-11	-3	18	31	21	9	-6	12
CC(=O)Oc1cccc(N2C(=O)C3C(C2=O)C2C=CC3C23CC3)c1 (stereo not given)	2	18	8	-20	0	2	-8	11	0	-1	20
O=C(NC(c1ccccc1)c1cnccn1)C1CCN(CCCOc2ccccc2)CC1 (stereo not given)	-16	6	12	-5	/	-2	-25	-19	15	13	-24
COc1cccc(/C=N/Nc2ncnc3c2ncn3Cc2ccccc2)c1O	39	-12	7	53	78*	8	90*	67*	10	13	91*
Nc1ccc(NC(=O)c2cccc(C(=O)Nc3ccc(N)cc3Cl)c2)c(Cl)c1	24	-15	-8	-9	23	-18	-1	4	8	6	-5
CCn1c(/C=C/Nc2ccccc2)[n+](CC)c2ccc(C(=O)OCC(F)(F)F)cc21	-8	-13	-10	-30	12	-3	-5	12	13	-12	1
O=C(C[C@@H]1C[C@H]2c3cc(NC(=O)c4cccnc4)ccc3O[C@H]2[C@H](CO)O1)NCc1ccc(Oc2ccccc2)cc1	8	4	25	17	5	-10	23	-3	40	5	17
Cc1cc(CNC(=O)C(C)n2cc([N+](=O)[O-])cn2)c2ccccc2n1 (stereo not given)	-8	14	24	-7	-39	-12	-13	3	-4	-1	13
CCNC(=O)N1C(CC(=O)OCC)C(=O)NC2CCCCC21 (stereo not given)	14	-11	15	-8	15	-9	2	-10	-8	2	-7
Later entries:
SMILES	TRAIL sens C8	COUP-TFII inh	TROY signal inh	SRC1 inh	LMP1 NFkB inh	CF NFkB inh	Shn3 3UTR inh	SRC3 inh	TWEAK-Fn14 inh	KKLEB cytotox	NR5A2 inv ag
CN(C(=O)C1CCOC1)c1nnc(-c2ccncc2)s1 (stereo not given)	11	4	7	-9	-7	-7	-1	-14	-20	8	8
C=CC1=C(C(=O)O)N2C(=O)[C@@H](NC(=O)/C(=N\OCC(=O)O)c3csc(N)n3)[C@H]2SC1	-8	19	-14	-1	1	-5	-10	-2	14	24	-3
O=C1c2ccccc2C(Nc2ccccc2)N1c1ccc(Cl)cn1 (stereo not given)	-14	-23	-35	0	-11	-13	-25	-5	9	-4	-49
O=C1CC(N2CCN(Cc3ccccc3)CC2)C(=O)N1 (stereo not given)	-6	4	6	24	-9	-3	-27	15	3	-16	10
CC(Sc1nnc(-c2ccncc2)n1C)C(=O)Nc1nccs1 (stereo not given)	8	-5	10	8	0	-3	-4	1	-2	7	-2
COCC(=O)Nc1nc(-c2ccccc2)c(C)s1	-7	-26	-8	10	-27	5	6	17	-9	-2	-20
CCc1nc2ccc(C(=O)N(CC)CCN(C)C)cn2c1N(C)Cc1ccc(OC)cc1	-8	3	-21	12	/	28	-16	-4	-5	-14	-15
COc1ccc(S(=O)(=O)Nc2cccc3c2O[C@@H](CN(C)CC2CC2)[C@@H](C)CN([C@@H](C)CO)C3=O)cc1	8	12	-35	-2	5	-2	-11	17	-10	-10	3
COc1ccc(N(C(=O)C(C)C)S(=O)(=O)c2cccs2)cc1	18	-14	-33	0	-4	-19	-8	-12	17	3	-3
CN1CCN(c2ccc(NC(=O)COc3ccccc3Cl)cc2)CC1	1	-14	-8	-16	-5	-3	-17	6	-46	5	2
O=C(O)c1c[nH]ccc1=O	-10	5	-18	-17	9	5	-6	1	2	1	6
FC(F)(F)c1cccc(CN2CCN(c3ncccn3)CC2)c1	-5	0	4	8	9	21	-49	5	3	-9	8
Cc1ccc(C(C)C)c(OCC(=O)Nn2c(=O)[nH]c3ccccc3c2=O)c1	-6	-13	17	-16	2	-8	12	5	-7	5	18
O=C(O)CP(=O)(c1ccccc1)c1ccccc1	2	3	-7	3	-2	-4	-11	5	-6	-3	6
OC(CNCc1ccccc1)(c1ccc(F)cc1)c1ccc(F)cc1	0	-5	6	-14	1	9	69	13	1	-4	18
O=C(c1ccc(Cl)cc1)N1CCN(C(=O)C2CCCCC2)CC1	16	2	9	-33	8	-6	8	-3	1	12	3
CCN(CC)CCCNC(=O)c1cc(-c2ccc(Cl)cc2)on1	10	-2	-32	-5	-11	12	-22	2	9	1	-10

2 entries from above in another layout:
molecule,TRAIL sens C8,COUP-TFII inh,TROY signal inh,SRC1 inh,LMP1 NFkB inh,CF NFkB inh,Shn3 3UTR inh,SRC3 inh,TWEAK-Fn14 inh,KKLEB cytotox,NR5A2 inv ag
CN(C(=O)C1CCOC1)c1nnc(-c2ccncc2)s1 (stereo not given),11,4,7,-9,-7,-7,-1,-14,-20,8,8
C=CC1=C(C(=O)O)N2C(=O)[C@@H](NC(=O)/C(=N\OCC(=O)O)c3csc(N)n3)[C@H]2SC1,-8,19,-14,-1,1,-5,-10,-2,14,24,-3

Source: PubChem

A portion of the library (hit frequency here may not be typical).
